FXIIa inh 1536: human FXIIa protease inhibitors, primary screen, biochemical, 1536-well | Coagulation factor XII (Homo sapiens), P00748 | purified FXIIa, Boc-QGR-AMC fluorogenic substrate, 2 h | inhibition, % at 5 µM | 220,000 tested, 0.3% active; in the data active means inhibition above about 40%;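 further: 0% = enzyme with no compound and 100% = blank without enzyme; many of its hits are not listed in these tables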
Thrombin inh: human alpha-thrombin inhibitors, primary screen, counter-screen for coagulation protease inhibitor project, biochemical, 1536-well, fluorogenic AMC substrate. Prothrombin (Homo sapiens), P00734. Boc-VPR-AMC fluorogenic substrate cleavage. inhibition, % at 5 µM. 220,000 tested, 0.26% active;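 active means inhibition at or above 40%; inactive means inhibition below 40%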;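 further: 0% = enzyme with no compound and 100% = wells without enzyme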
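signal = AMC fluorescence, 355/460 nm | material = human alpha-thrombin enzyme | control set = enzyme without compound as high, wells lacking enzyme as low | times = reaction at room temperature | read-out basis = percent inhibition scaled between no-compound controls and no-enzyme blanks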
PERK inh: block of dimerizer-induced PERK translation repression, primary screen, PERK inhibitor project, CHO PERK-DD cells, SEAP luminescence, HTS | CHO PERK-DD fusion, SEAP luminescence translation reporter | Eukaryotic translation initiation factor 2-alpha kinase 3 (Homo sapiens), Q9NZJ5 | inhibition, % at 5.6 µM | 220,000 tested, 0.17% active;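 active means inhibition above the mean inhibition of all tested compounds plus 3 SD, set separately per screening campaign, cut at about 2.9% in these data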;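 further: PERK kinase domain activated by AP20187 dimerizer at 100 nM; 0% = DMSO with dimerizer and 100% = rapamycin at 8.4 µM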
Cl transport mod: KCC2 cotransporter modulators, thallium flux, primary screen, cell-based, HEK293 KCC2, FluoZin-2 fluorescence, MLSMR; Solute carrier family 12 member 5 (Homo sapiens), Q9H2X9; KCC2 cells, thallium flux FluoZin-2 fluorescence; B-score of Tl+ flux slope (higher = more flux/activation; lower = inhibition) at 10 µM; 190,000 tested, 2.2% active; AID 1456, 2008;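 active means thallium flux slope and its plate-corrected score both differing from the plate sample mean at a set confidence after two filtering rounds, in either direction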;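 further: slope of fluorescence scaled to starting intensity during 10 to 20 s after thallium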
Rad51 HR inh: human RAD51 strand exchange inhibitors, primary screen, biochemical, fluorescence; DNA repair protein RAD51 homolog 1 (Homo sapiens), Q06609; hRad51 DNA strand exchange, fluorescence dequenching; inhibition, % at 10 µM; 200,000 tested, 0.085% active; AID 1385, 2008;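 active means inhibition above 40% at the single screening dose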;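 further: 0% = DMSO control wells and 100% = blanks with heterologous ssDNA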
Target sequence (Q06609 whole entry, looked up): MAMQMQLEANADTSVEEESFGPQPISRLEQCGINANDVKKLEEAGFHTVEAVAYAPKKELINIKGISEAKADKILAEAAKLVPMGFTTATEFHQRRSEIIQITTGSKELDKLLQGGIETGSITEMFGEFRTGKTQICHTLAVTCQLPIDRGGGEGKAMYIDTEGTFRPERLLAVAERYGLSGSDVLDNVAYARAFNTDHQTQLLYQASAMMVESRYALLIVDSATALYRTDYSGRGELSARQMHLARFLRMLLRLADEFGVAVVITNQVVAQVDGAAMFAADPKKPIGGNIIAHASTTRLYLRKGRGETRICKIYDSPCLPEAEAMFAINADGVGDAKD
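Test system: preformed human Rad51 ssDNA filaments; also added: Donor/quencher-labelled 47-bp dsDNA substrate; doses: 10 µM final, single point; times: 37 °C 15-min filament assembly, 30-min compound preincubation, 15-min exchange; detection: FRET fluorescence dequenching, excitation 485 nm, emission 520 nm; read-out basis: Fluorescence-based percent inhibition, control- and blank-normalised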
Furin inhibitor: human furin inhibitors, primary screen, biochemical, fluorescence intensity | P09958 | purified furin, fluorogenic substrate cleavage | inhibition, % at 30 µM | 220,000 tested, 0.061% active; in the data active means inhibition above about 25%; further: inactives centre near -15
Target sequence (P09958 108-714 limits assumed): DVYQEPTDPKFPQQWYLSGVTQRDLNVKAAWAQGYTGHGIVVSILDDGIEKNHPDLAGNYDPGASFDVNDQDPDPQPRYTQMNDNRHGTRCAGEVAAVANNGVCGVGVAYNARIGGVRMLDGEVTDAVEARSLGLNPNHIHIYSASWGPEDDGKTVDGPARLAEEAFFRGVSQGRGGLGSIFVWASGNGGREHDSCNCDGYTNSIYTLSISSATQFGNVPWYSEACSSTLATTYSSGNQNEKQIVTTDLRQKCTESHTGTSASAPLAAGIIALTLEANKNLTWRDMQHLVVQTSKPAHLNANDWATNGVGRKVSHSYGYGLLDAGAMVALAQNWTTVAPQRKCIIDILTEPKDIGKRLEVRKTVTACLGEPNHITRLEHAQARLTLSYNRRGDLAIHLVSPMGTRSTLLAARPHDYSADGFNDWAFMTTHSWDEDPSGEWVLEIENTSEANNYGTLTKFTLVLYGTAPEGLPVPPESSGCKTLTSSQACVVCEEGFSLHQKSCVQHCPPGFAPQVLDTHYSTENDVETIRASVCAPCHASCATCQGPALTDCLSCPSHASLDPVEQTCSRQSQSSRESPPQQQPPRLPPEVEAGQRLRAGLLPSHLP
KLK5 inh: human KLK5 protease inhibitors, primary screen, biochemical, 1536-well | Kallikrein-5 (Homo sapiens), Q9Y337 | recombinant hK5, fluorogenic AMC substrate cleavage | inhibition, % at 5 µM | 210,000 tested, 0.59% active | AID 873, 2007;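 active means inhibition of 40% or more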;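 further: 0% = enzyme controls without compound and 100% = no-enzyme blanks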
FXIa inh: human FXIa protease inhibitors, primary screen, biochemical, 1536-well; Coagulation factor XI (Homo sapiens), P03951; 220,000 tested, 0.14% active; inhibition, % at 5 µM; purified FXIa, Boc-Glu-Ala-Arg-AMC fluorogenic substrate;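 active means inhibition of at least 40%; inactive means inhibition below 40%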;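 further: fluorescence of freed AMC excited at 355 nm; 0% = enzyme without compound and 100% = no enzyme blank; many of its hits are not listed in these tables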
m-calpain inh: inhibitors of pig calpain II, primary screen, biochemical, fluorogenic peptide substrate, 1536-well; purified calpain II, 30 min; inhibition, % at 16 µM; 220,000 tested, 0.37% active; AID 1236, 2008;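 active means inhibition above about 50%, limit read from the data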
The depositor's hits bear a star; x = no result given; [ ] = another dose, or the depositor's remark.

SMILES | FXIIa inh 1536 | Thrombin inh | PERK inh | Cl transport mod | Rad51 HR inh | Furin inhibitor | KLK5 inh | FXIa inh | m-calpain inh
CCOC(=O)N1CCN(C(=O)CN2C(=O)CC(C)(C)S(=O)(=O)c3ccccc32)CC1 | 13.7 | 1.3 | -0.1 | x | 6.3 | -19.4[20 µM] | 9.9 | 13.7 | -26.4
COC(=O)c1ccc(OCC(=O)c2ccccc2OC)cc1 | 17.6 | -0.8 | -0.2 | -0.902 | -3.0 | -5.5[20 µM] | 27.7 | 0.9 | 12.9
CCc1ccccc1NC(=S)NCC1CCN(c2ccc(OC)cc2)C1 (centres undefined) | 2.7 | -7.3 | -0.4 | x | 11.7 | -19.3 | -6.8 | -4.9 | 13.1
N#Cc1c2n(c3c(=O)n(Cc4ccccc4)cnc13)CCCC2 | 44.2* | 8.8 | 0.5 | -0.465 | x | -5.0[20 µM] | -21.2 | 15.5 | 23.0
N#Cc1c(NC(=O)COC(=O)C2CC3C=CC2C3)oc(-c2ccccc2)c1-c1ccccc1 (centres undefined) | 16.9 | 0.9 | 0.9 | x | 1.7 | -17.7[20 µM] | 11.2 | 5.1 | -105.7
CCCNCc1cc(OCC)c(OCC(N)=O)cc1Br | 3.9 | -9.2 | 1.0 | x | 9.6 | -23.4[20 µM] | -4.0 | -2.0 | -6.1
CCOc1ccc(-n2c(=O)cc(N3CCN(c4ccccc4)CC3)[nH]c2=O)cc1 | 7.3 | -7.5 | -0.5 | -0.00838 | 0.4 | -5.5[20 µM] | -13.8 | -0.8 | -16.1
CCC(=O)N1CCCc2ccccc21 | 9.9 | -4.3 | 1.5 | -0.0118 | x | -11.1 | 6.3 | 4.8 | -7.1
OC(CNC1Cc2ccccc2C1)COc1ccc(Cl)cc1 (centres undefined) | 6.2 | -4.5 | -1.6 | 0.575 | 10.7 | -21.8 | -1.0 | -1.7 | 9.7
Cn1c(C(=O)O)ccc1S(=O)(=O)N1CCCCCC1 | 7.3 | -2.3 | 1.9 | 0.0543 | -2.8 | -29.2 | 1.8 | 6.5 | 2.7
O=c1nc2c(-c3ccccc3F)n[nH]n2c2ccccc12 | 10.5 | -5.5 | -0.3 | 0.184 | 1.9 | -21.5 | -6.8 | -2.1 | -414.9
CC(=O)Nc1ccccc1NC(=O)CN(C)S(=O)(=O)c1ccc(C)cc1 | -9.8 | -13.7 | 0.5 | 0.636 | -0.7 | -22.0[20 µM] | 0.9 | -4.7 | -22.8
c1coc(-c2nc3c4c5c(sc4ncn3n2)CCCC5)c1 | 10.0 | -14.2 | 0.2 | 1.3 | 1.1 | -30.0[20 µM] | -6.9 | -6.1 | 0.5
COC(=O)CCC(=O)OC1(C)C(=O)C=C2C=C(C3CC3)N(CC(C)C)C=C2C1=O (centres undefined) | 4.1 | -0.8 | x | 0.411 | -3.4 | 8.7 | -1.3 | -0.3 | -7.6
N/C(=N\OC(=O)Cc1ccc([N+](=O)[O-])cc1)c1cccc(Br)c1 | 6.5 | -0.2 | 0.5 | 0.218 | 21.4 | -28.2 | x | 0.1 | -10.5
COc1ccc(CCNC(=O)CSc2ccc(Br)cc2)cc1OC | 6.4 | -10.2 | -0.1 | -0.942 | -3.5 | -24.9 | -4.7 | -2.4 | 4.9
c1ccc(CN=C2NN=C(c3cc4ccccc4o3)CS2)cc1 | 14.8 | -3.3 | -0.7 | -0.646 | -8.2 | -4.6 | -9.1 | 11.7 | 13.6
COC(=O)c1ccc(N/C=C/C(=O)c2ccc(OC)c(OC)c2)cc1 | 15.2 | 1.0 | 0.5 | x | -2.8 | -20.1 | -31.4 | 10.8 | -58.7
COc1cccc(CNC(=O)CCC2CCCN(c3cc(C)nc(N4CCCC4)n3)C2)c1 (centres undefined) | 5.8 | -2.0 | 0.5 | -0.455 | -15.5 | -19.1 | x | 0.6 | 13.1
O=C(Cn1cncn1)NCc1ccc(Cl)cc1 | 12.8 | -1.9 | 1.1 | 0.0774 | 15.3 | -51.2 | -9.2 | 8.4 | 6.1
CC(C)n1c(NCc2ccc(Cl)cc2)nc2ccccc21 | 7.8 | -1.9 | -1.2 | 0.509 | -2.2 | -23.7 | 1.0 | 1.0 | -13.8
CCN(CC)CCNc1c2c(c(C#N)c3nc4ccccc4n13)CCCC2 | -3.6 | -11.2 | -2.8 | 0.00247 | 1.2 | -6.6[20 µM] | -18.4 | -12.3 | -265.0
CC(=O)NC12CC3CC(C1)CC(C(=O)OCC(=O)Nc1ncc(Cl)cc1Cl)(C3)C2 | 4.8 | 1.1 | 0.1 | 0.41 | -5.4 | -20.9 | -1.7 | 3.4 | -26.2
c1cc2c(cc1-n1cnnn1)OCO2 | 5.5 | -1.7 | 1.4 | 0.418 | 17.4 | -25.1 | 1.1 | -1.8 | -37.1
C=CC[N+](C)(C)CCN1C(=O)C2C(c3ccccc3)C=CC(c3ccccc3)C2C1=O (centres undefined) | 1.3 | -6.7 | -0.2 | -0.0796 | -1.2 | -7.6 | -6.3 | -8.2 | 11.7
Cn1c(N2CCN(S(=O)(=O)c3ccc(F)cc3)CC2)nc2ccccc21 | 2.0 | -9.2 | 0.3 | -0.377 | 3.0 | -12.7 | -8.8 | -8.3 | -11.2
O=C(Nc1ccc(OCc2ccccc2)cc1)Nc1ccccc1C(=O)NCCCN1CCOCC1 | 1.6 | -3.0 | -1.8 | -0.462 | 7.7 | 9.8 | -1.7 | -0.8 | -13.9
O=S(=O)(c1ccccc1)N1CCN(c2nnnn2-c2ccccc2)CC1 | 31.2 | 16.2 | -2.0 | -0.0872 | -2.7 | -23.1[20 µM] | 63.1* | 4.3 | 8.7
COc1cc2oc3ccccc3c2cc1N(CC(=O)N1CCCCC1)S(=O)(=O)c1ccc(C)cc1 | 2.3 | 7.8 | -1.9 | 0.228 | -1.1 | -7.2[20 µM] | -27.2 | -9.9 | -57.8
COc1ccc2c(C=O)cn(C)c2c1 | 7.3 | -1.4 | 0.4 | 0.522 | -7.7 | -18.1 | -9.5 | -4.8 | 14.8
CCOC(=O)c1c(N)sc(C(=O)OC)c1C | 6.5 | -1.3 | 0.5 | -0.502 | 1.3 | -12.5 | -2.8 | -6.7 | -8.7
CCOc1ccc(C(=O)NC2CCN(C(=O)NCc3ccccc3)CC2)cc1 | -5.0 | -6.3 | 1.1 | x | 0.2 | -10.9 | -2.9 | -1.3 | 2.4
COc1ccc(NCc2cc3ccccc3[nH]c2=O)cc1 | 7.9 | -4.7 | 0.9 | x | 4.7 | -19.8 | -0.8 | -6.0 | -20.5
CCOc1ccccc1C(=O)OCC(=O)Nc1cc(Cl)ccc1Oc1ccccc1 | 9.8 | -11.6 | 1.4 | -0.456 | 6.8 | -7.4 | -5.8 | -1.2 | 35.4
Cn1c(-c2cc(Br)ccc2O)n[nH]c1=S | 15.7 | -0.2 | 1.0 | 2.09 | 1.2 | -20.1 | -11.5 | 9.3 | -1.6
O=C(NCC(O)CO)c1ccc2[nH]c3ccccc3c2c1 (centres undefined) | -1.2 | -1.6 | 0.7 | -0.0632 | 1.9 | -17.0[20 µM] | -5.5 | -2.8 | -146.2
O=C(NCc1ccccc1)C1CCN(S(=O)(=O)N2CCOCC2)CC1 | 7.9 | -0.9 | 0.5 | 0.513 | -4.7 | -14.2 | -1.9 | -0.5 | -17.2
COC(=O)N/N=C/c1ccc(-c2ccc(C)c(Cl)c2)o1 | 7.5 | -7.2 | 0.7 | 0.59 | 3.4 | 4.9 | -1.0 | -1.5 | 18.4
NS(=O)(=O)c1ccc(NC(=O)COC(=O)c2cnccn2)cc1 | 2.7 | -10.2 | 0.1 | 0.104 | 0.1 | -29.7 | -4.9 | -4.1 | -12.2
Cc1ccc(NC(=O)Nc2nnc(-c3ccncc3)s2)cc1 | 6.6 | 12.0 | 0.7 | -2.19 | 25.7 | -26.1 | -2.0 | -0.9 | -44.1
OC1CN=C2Sc3ccccc3N2C1 (centres undefined) | 11.5 | -0.4 | 0.0 | -0.353 | -4.8 | -1.7[20 µM] | 14.9 | -4.7 | 22.5
CCOC(=O)c1ccc(NC(=O)CCc2c(C)nc3ncnn3c2C)cc1 | 3.8 | -0.7 | 1.2 | 1.76 | -5.6 | -14.7[20 µM] | -1.9 | 2.5 | 17.2
Cc1oc(C)c(C(=O)O)c1COc1ccc(C(=O)O)cc1 | 7.8 | -3.9 | 0.6 | -0.0651 | -4.2 | -18.7[20 µM] | -19.1 | 1.7 | -52.2
CCc1ccc(C(=O)/C=C/c2cnn(C)c2C)s1 | 11.2 | 1.2 | -0.8 | -0.0806 | 6.4 | -19.5[20 µM] | -1.8 | -5.0 | -34.8
O=C(CSc1nnc(-c2cccnc2)n1Cc1ccccc1)NCc1ccccc1 | 8.9 | 0.9 | -0.5 | -0.964 | -6.6 | -22.2[20 µM] | -7.1 | -0.1 | 16.4
CN(/C=C/C(=C\C=[N+](C)c1ccccc1)OCCCS(=O)(=O)[O-])c1ccccc1 | 11.6 | -7.7 | 1.2 | -0.0162 | -27.5 | -5.3 | 4.2 | -0.4 | -18.6
CC(=O)Nc1ccc(S(=O)(=O)N(C)c2ccc(O)cc2)cc1 | 15.2 | 2.5 | 0.3 | -1.59 | 5.8 | -4.0 | -4.9 | 5.9 | -33.8
O=C(Nc1ccc2c(c1)ncn2-c1ccccc1)c1ccco1 | 19.3 | 2.4 | -1.1 | -0.0987 | 10.4 | -11.4[20 µM] | -25.7 | 10.8 | -33.2
CC(C)OC(=O)c1nn2c(C(F)(F)F)cc(-c3ccco3)nc2c1Cl | 2.2 | -5.0 | 1.4 | 0.29 | -7.8 | 1.5[20 µM] | -14.7 | -4.2 | -77.3
COC(=O)c1cc(OC)c(OC)cc1NCC(=O)Nc1cccc(C(F)(F)F)c1 | 1.8 | -8.8 | -0.3 | 0.15 | 19.0 | -7.4 | -27.1 | -2.3 | -27.0
Cc1cc(C)c2cc(CN(Cc3ccco3)C(=S)NCC3CCCO3)c(=O)[nH]c2c1 (centres undefined) | 4.9 | -7.6 | 0.1 | -2.72 | -2.4 | -16.0 | -4.5 | -2.5 | -6.2

Taken from above.
FXIIa inh 1536 with O=C(NCC(O)CO)c1ccc2[nH]c3ccccc3c2c1 (centres undefined) : -1.2
Rad51 HR inh with CCOC(=O)N1CCN(C(=O)CN2C(=O)CC(C)(C)S(=O)(=O)c3ccccc32)CC1 : 6.3
m-calpain inh with COc1ccc2c(C=O)cn(C)c2c1 : 14.8

Only part of the results is shown (hit frequency here may not be typical).
